Screening data deposited in PubChem by several laboratories.
GlmU inhibition = inhibition of mycobacterial GlmU enzyme – biochemical, glucosamine-1-phosphate acetyltransferase (AID 1376); M. tuberculosis GlmU acetyltransferase enzyme assay; higher % means a stronger effect; inhibition, %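 (tested at 30 µM in the primary screen)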, or IC50 in µM where a hit was titrated; actives 0.25% (n = 220,000); in the data active = inhibition above about 13%;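 note: 0% = complete reaction with vehicle and 100% = reaction without substrate; strong numbers were not always called active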
RmlCD inh 1536 = M. tuberculosis RmlC/RmlD inhibition | AID 1533 | actives 0.03% (n = 160,000) | inhibition, % at 3.6 µM | RmlC+RmlD coupled enzyme assay, percent inhibition; primary screen in compound mixtures | P9WH09+P9WH11; in the data active = inhibition mostly above about 34%, no sharp cut-off; note: some results filed as inactive read as strong as hits
Target sequence (P9WH09 whole entry, looked up): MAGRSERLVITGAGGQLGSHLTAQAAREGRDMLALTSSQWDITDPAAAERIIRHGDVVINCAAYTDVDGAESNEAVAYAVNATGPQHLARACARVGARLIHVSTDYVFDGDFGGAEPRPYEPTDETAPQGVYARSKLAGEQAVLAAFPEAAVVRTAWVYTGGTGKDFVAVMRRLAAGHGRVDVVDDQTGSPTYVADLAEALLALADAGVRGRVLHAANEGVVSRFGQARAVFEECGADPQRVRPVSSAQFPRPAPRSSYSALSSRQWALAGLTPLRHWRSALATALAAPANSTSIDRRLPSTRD
Target sequence (P9WH11 whole entry, looked up): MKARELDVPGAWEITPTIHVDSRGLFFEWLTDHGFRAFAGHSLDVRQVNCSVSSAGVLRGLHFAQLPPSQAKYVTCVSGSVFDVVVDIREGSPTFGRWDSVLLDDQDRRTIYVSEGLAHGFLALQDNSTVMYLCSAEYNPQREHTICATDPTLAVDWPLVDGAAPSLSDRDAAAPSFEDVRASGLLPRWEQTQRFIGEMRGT
* = called active by the depositor; / = not tested or not shown.

SMILES	GlmU inhibition	RmlCD inh 1536
CC1CCN(C(=O)C2CCCCN2S(=O)(=O)c2cccc([N+](=O)[O-])c2)CC1 (stereo not drawn)	-1.8%	3.2
CC(=O)c1c(N2CCN(Cc3ccccc3)CC2)[nH]c(-c2ccccc2)nc1=S	-5.2%	1.4
CCSc1nnc(-c2ccc(C)cc2)c2ccccc12	0.2%	-6.3
CCc1ccc(CNCCc2ccc(F)cc2)cc1	-6.7%	-5.5
COc1ccc(/C=C2\C(=O)NC(=S)N2C(=O)c2ccc(F)cc2)cc1	9.5%	8.5
COC(=O)/C=C/C(=O)N1CCN(c2ccccc2C)CC1	0.5%	-0.6
Cc1[nH]c2ccccc2c1/C=C/c1nc2ccccc2c(=O)[nH]1	-5.1%	-12.3
CC(=O)Nc1nc(C(=O)Nc2c(C)n[nH]c2C)cs1	1.2%	/
Cc1ccc(O)c(Sc2cc(C)ccc2O)c1	-2.3%	/
CCC(=O)c1c(NC)cc(C)oc1=O	-2.8%	9.4

Full records, quoted from the list.
`CC(=O)Nc1nc(C(=O)Nc2c(C)n[nH]c2C)cs1` reads GlmU inhibition = 1.2%; RmlCD inh 1536 = /
`CCC(=O)c1c(NC)cc(C)oc1=O` reads GlmU inhibition = -2.8%; RmlCD inh 1536 = 9.4
`CC1CCN(C(=O)C2CCCCN2S(=O)(=O)c2cccc([N+](=O)[O-])c2)CC1` (stereo not drawn) reads GlmU inhibition = -1.8%; RmlCD inh 1536 = 3.2

An excerpt from above in order of molecular weight, low to high.
SMILES	GlmU inhibition	RmlCD inh 1536
CCC(=O)c1c(NC)cc(C)oc1=O	-2.8%	9.4
CCc1ccc(CNCCc2ccc(F)cc2)cc1	-6.7%	-5.5
CC(=O)Nc1nc(C(=O)Nc2c(C)n[nH]c2C)cs1	1.2%	/

Next section.
SMILES	GlmU inhibition	RmlCD inh 1536
CC(C)CCNC(=O)C1CCCCN1S(=O)(=O)c1ccc(F)cc1 (stereo not drawn)	-6.6%	/
CCOC(=O)N1CCN(Cc2nc(N)nc(Nc3ccc(C)cc3C)n2)CC1	-1.6%	10.1
COC(=O)CCC(=O)OC1(C)C(=O)C=C2C=C(C3CC3)N(CC3CC3)C=C2C1=O (stereo not drawn)	-2.8%	/
CCc1nnc(/N=C/c2c(O)n(-c3ccc(Cl)cn3)c(=O)c3ccccc23)s1	-0.7%	/
COCCN(Cc1cc2cccc(C)c2n2nnnc12)C(=O)C(F)(F)F	0.0%	0.7
Clc1ccc(Nc2nc(-c3cccs3)cs2)nc1	1.4%	11.0
CCn1cc(C(=O)NCCCOC)c(=O)c2cc(S(=O)(=O)N(C)C3CCCCC3)ccc21	8.1%	8.6
COCCNC(=O)COC(=O)c1[nH]c(C)c(C(C)=O)c1C	-0.5%	/
CCc1ccc(OCC(=O)N/N=C(\C)c2ccc(O)cc2O)cc1	1.6%	2.3
COc1ccc(-c2nc(CS(=O)CC(=O)NCCCN3CCCC3)c(C)o2)cc1OC (stereo not drawn)	5.6%	-7.6
O=C(COC(=O)c1cccc(O)c1)Nc1ccc(Cl)cc1C(=O)c1ccccc1	0.6%	13.6
O=C(Cn1nc(C(F)(F)F)c2c1CCC2)N1CCN(c2ccccc2)CC1	-0.9%	8.6
CC1(C)CC(=O)C2=C(C1)c1c(ccc3ccccc13)NC2c1ccc(Br)o1 (stereo not drawn)	6.3%	8.4
COc1ccc(CCNC(=O)c2ccc(Cl)cc2Cl)cc1OC	0.3%	1.3
N#Cc1c(C(F)(F)F)cc(-c2ccco2)nc1SCc1ccncc1	1.1%	8.9
Cc1ccc(/C(O)=C2\C(=O)C(=O)N(CC(C)O)C2c2cccc(F)c2)cc1 (stereo not drawn)	0.6%	103.4
O=C(NCc1ccco1)/C(=C\C=C\c1ccccc1)NC(=O)c1ccco1	1.1%	-11.8
Cc1ccc(-n2c(SCC(=O)N3CC(=O)Nc4ccccc43)nc3ccccc3c2=O)cc1	2.7%	8.1
CNC(=O)C(=O)NCC1OCCCN1S(=O)(=O)c1cccs1 (stereo not drawn)	2.5%	-0.7
CN1CCN(C(=O)c2ccccc2-c2ccccc2C(=O)O)CC1	2.9%	-9.4

Of the compounds above, 3 have a furan ring, fused or not.
SMILES	GlmU inhibition	RmlCD inh 1536
CC1(C)CC(=O)C2=C(C1)c1c(ccc3ccccc13)NC2c1ccc(Br)o1 (stereo not drawn)	6.3%	8.4
N#Cc1c(C(F)(F)F)cc(-c2ccco2)nc1SCc1ccncc1	1.1%	8.9
O=C(NCc1ccco1)/C(=C\C=C\c1ccccc1)NC(=O)c1ccco1	1.1%	-11.8

(list continues)
SMILES	GlmU inhibition	RmlCD inh 1536
Clc1ccccc1Nc1ncnc(-n2cccc2)n1	0.6%	0.2
COc1ccc(N2CCN(C(=O)C3CCCN(S(=O)(=O)c4c(C)noc4C)C3)CC2)cc1 (stereo not drawn)	-5.5%	9.4
Nc1nc(CSCCO)nc(Nc2ccc(F)cc2)n1	4.4%	36.7
COc1ccc(-c2nc3n(c2C)Cc2ccccc2-3)cc1	1.7%	0.1
CCC(C)NC(=O)CSc1nc2ccccc2c(=O)n1CCCC(=O)NCC1CCCO1 (stereo not drawn)	-1.9%	/
Cc1cc(C)c2nc(SCC(=O)NNC(=O)c3ccco3)c(C)cc2c1	-1.0%	3.0
OCC1(CCCc2ccccc2)CCN(Cc2ccc(F)cc2)CC1	-5.8%	8.6
C/C(Cl)=C\Cn1c(Nc2ccccc2)nc2c1c(=O)n(C)c(=O)n2C	9.2%	11.8
COc1ccc(N2CCN(C(=O)Cn3nnc(-c4ccc(N(C)C)cc4)n3)CC2)cc1	2.6%	12.9
CC1(C)Cc2cccc(OCC(=O)Nc3ccccc3N3CCOCC3)c2O1	4.4%	-7.2
Cc1ccc(N2C(=O)c3n[nH]c(C)c3C2c2cccnc2)cc1 (stereo not drawn)	1.7%	/
CCCCN(Cc1cc2cccc(C)c2[nH]c1=O)S(C)(=O)=O	6.0%	11.1
CCOC(=O)CSc1nnc(SCCN2C(=O)c3ccccc3C2=O)s1	/	-7.3
CCOC(=O)C1CCN(C(=O)NC23CC4CC(CC(C4)C2)C3)CC1	-9.3%	6.8
O=C(Nc1nnc(CC2=CCCCC2)s1)Nc1ccccc1F	0.8%	0.6
COc1ccc(NC(=O)/C(C#N)=C/c2ccc(Br)o2)cc1	2.0%	5.5
COC(=O)c1c(NC(=O)CSc2nc(-c3ccco3)cc(C(F)(F)F)n2)sc2c1CCCC2	-1.8%	-1.8
COCc1nnc(SCC(=O)NC(C)c2ccccc2)n1-c1ccccc1 (stereo not drawn)	2.2%	6.4
Cc1cc(-c2nnc3sc(-c4ccc(Cl)cc4Cl)nn23)n[nH]1	0.5%	7.0
Nc1cc(S(=O)(=O)c2ccc(O)c(N)c2)ccc1O	2.6%	/
CCCc1nc2ccc(NC(=O)c3cccs3)cc2c(=O)n1Cc1ccccc1Cl	2.7%	/
CSc1nc(-c2ccco2)nn1C(=O)c1cccs1	3.0%	/
CC(CCc1ccccc1)N(C)CC(O)c1cccc([N+](=O)[O-])c1 (stereo not drawn)	0.6%	-3.0
COc1cccc(CN2CCN(Cc3nc(C(C)C)cs3)CC2CCO)c1 (stereo not drawn)	-4.3%	1.8
COCCNC(=O)c1ccc2c3n(nc2c1)-c1ccc(C)cc1CO3	-1.2%	12.2
COc1cc2c(cc1OC)C(c1c(O)n(CCc3ccccc3)c(=S)[nH]c1=O)NCC2 (stereo not drawn)	-2.7%	8.7
Cc1ccc(C2C3=C(CC(C)(C)CC3=O)Nc3onc(C)c32)cc1 (stereo not drawn)	-0.2%	-4.8
CCOC(=O)N1CCN(C(=O)CSc2nc3c(cnn3-c3ccc(C)cc3)c(=O)[nH]2)CC1	-6.0%	/
CCN(CCCCCCN)c1ccc2c(=O)[nH][nH]c(=O)c2c1	1.5%	-12.0
CC(C)c1cccc(OCCCCN(C)C)c1	3.1%	3.0
Cc1ccc2oc(=O)c3cnn(CC(=O)N4CCCCC4C)c3c2c1 (stereo not drawn)	2.0%	-6.5
O=C(COC(=O)CNC(=O)c1ccc(-c2ccccc2)cc1)NCc1ccco1	3.9%	-6.1
O=C(NC(Cc1ccc(F)cc1)C(=O)O)c1ccccc1 (stereo not drawn)	0.7%	/
CC(C)CNc1nc(S(=O)(=O)c2ccccc2)c(Cl)s1	-4.3%	13.1
CCn1c(SCc2nc3ccccc3c(=O)[nH]2)nnc1C(C)NC(=O)c1ccccc1F (stereo not drawn)	1.5%	/
COc1nnc(-c2ccc(N3CCOCC3)c(NC(=O)c3ccco3)c2)c2ccccc12	-1.4%	/
O=C1S/C(=C\C=C\c2ccco2)C(=O)N1c1ccc(O)cc1	11.9%	-5.0
Cc1cc(Cl)ccc1OCC(=O)N/N=C1\CCCc2ccccc21	2.7%	/
Cc1cccnc1NC(=S)NC(=O)c1cncc(Br)c1	-10.8%	-7.2
COc1ccc(/C=N/NC(=S)Nc2ccccc2)cc1COc1ccc(F)cc1	0.5%	-4.4
Cc1cccc(C(CC(=O)N2CCCC2)c2ccccc2)c1O (stereo not drawn)	-1.8%	/
O=C(O)c1ccc(NC2=C(N3CCOCC3)C(=O)c3ccccc3C2=O)cc1	3.5%	-11.3
CC(C)OC(=O)CC(=O)CSc1nc2c(cc1C#N)CCCCCC2	-0.3%	/
COc1ccc(S(=O)(=O)N2CCCCCC2)cc1C(=O)OCC(=O)Nc1cc(C)on1	0.2%	6.2
O=C(OCCN1C(=O)c2ccccc2C1=O)c1cccc(OC(F)F)c1	2.5%	-0.8
CNC(=S)N/N=C/c1ccccc1Cl	0.0%	/
CN1C/C(=C\c2ccc(N3CCOCC3)cc2)C(=O)/C(=C/c2ccc(N3CCOCC3)cc2)C1	5.4%	2.4
COc1ccc(C(=O)CSc2ncn[nH]2)cc1OC	0.6%	16.0
O=C(COc1ccccc1)NCC(=O)N/N=C/c1cc(Br)ccc1OCc1ccccc1	1.6%	-8.4
CCOCCCNC(=O)C(c1ccc(OC)cc1)N(Cc1ccc2c(c1)OCO2)C(=O)CNC(C)=O (stereo not drawn)	-0.2%	/
(list continues)
SMILES	GlmU inhibition	RmlCD inh 1536
NCCNc1ccc([N+](=O)[O-])c(NC2CC2)c1	4.7%	-6.9
CCOC(=O)c1c(NC(=O)CN(C)C2CCN(C)CC2)sc(C(=O)Nc2ccccc2)c1C	-8.1%	10.9
COc1cccc(N2CCN(c3c(C#N)c(C(F)(F)F)nn3C)CC2)c1	1.5%	/
CCOC(=O)N1CC=C2C(C#N)=C(N)C(C#N)(C#N)[C@H](c3cccs3)[C@H]2C1	4.3%	/
O=C(NCc1cccnc1)c1ccc(S(=O)(=O)N2CCCCC2)cc1	6.6%	-6.9
Cc1ccc(C(=O)Nc2cnc3ccccc3c2)cc1	0.7%	/
CCS(=O)(=O)c1ccc(O)c(NC(=O)COc2ccc(OC)cc2)c1	-2.2%	/
N#CC(C#N)=Cc1ccc(OCC(=O)N2CCOCC2)cc1	/	-7.2
COC(=O)C1=C(C)NC(=O)/C1=C\c1cc(C)n(-c2cccc(C)c2)c1C	-4.7%	/
COc1ccc(CN2CCN(C(C)C)C(CCO)C2)cc1Cn1cccn1 (stereo not drawn)	-2.2%	18.7
COc1ccccc1N1CCN(C(=O)CN2C(=O)c3ccccc3C2=O)CC1	-3.1%	-51.1
O=C(O)C1CCCN1c1ncccc1[N+](=O)[O-] (stereo not drawn)	-6.4%	/
Cc1cc(NC2CCCCC2)nc(NCc2ccccc2)n1	-7.0%	/
CCOC(=O)CN(C(=O)CSc1nnc(CNc2ccc(C)cc2C)n1CC)c1ccccc1	/	5.0
CCOc1nc(NC(=O)NS(=O)(=O)c2cccc(Cl)c2)nc(-c2ccccc2)n1	2.9%	-11.3
O=C(CCN1C(=O)c2cccc3cccc(c23)C1=O)Nc1ccon1	6.7%	3.3
O=[N+]([O-])c1cccnc1N1CCC(c2cc(-c3ccc(Cl)cc3)n[nH]2)CC1	/	6.0
COc1ccc(CNC(=O)C(=O)NCCCn2ccnc2)cc1	7.1%	-2.1
Cc1cc(C)nc(SCCN2CCOCC2)n1	0.2%	-9.2
Nn1c(Cc2ccccc2F)nnc1SCn1nnc2ccccc2c1=O	-0.7%	/
Cc1nc(C)c(C(=O)NNC(=O)Nc2ccc(Cl)cc2)s1	0.0%	5.2
CC1CC1C(=O)OCC(=O)c1c(N)n(C)c(=O)n(C)c1=O (stereo not drawn)	2.9%	-8.0
COc1cc(CCC(=O)Nc2cccc(S(=O)(=O)N(C)C)c2)cc(OC)c1OC	-0.3%	14.9
O=C(CSc1ncc(-c2ccc(F)cc2)[nH]1)NCc1ccco1	2.2%	/
COc1ccc(NC(=O)N2CCN(S(C)(=O)=O)CC2)c(OC)c1	-8.4%	-3.3
Cc1ccc(OCC(=O)N/N=C\c2ccncc2)c(C)c1	1.3%	5.3
Cc1nnc(NC(=O)c2cc3n(n2)C(C(F)(F)F)CC(C2CC2)N3)s1 (stereo not drawn)	-3.7%	1.5
COc1ccc(/C=N/NC(=O)CCn2cnc(-c3ccccc3)c2-c2ccccc2)cc1	-4.8%	-9.5
COc1cccc(N/C(SCc2ccccc2F)=C(/C#N)C(=O)NCc2cccs2)c1	3.5%	64.6
O=C(Nc1ccncc1)Nc1ccccn1	-1.1%	-6.5
O=C1c2cccc3cccc(c23)C(=O)N1CCc1ccccc1	-3.9%	-13.4
CCCC(C)C(=O)Nc1nc(C)c(-c2csc(Nc3cc(OC)ccc3OC)n2)s1 (stereo not drawn)	-4.7%	83.0
CC1=C(C(=O)Nc2ccc(F)cc2)C(c2ccncc2)C2=C(CCCC2=O)N1 (stereo not drawn)	-2.9%	/
COC(=O)c1ccc2c(c1)NC(=O)C(N1CCOCC1)S2 (stereo not drawn)	1.4%	-7.2
O=C(CSc1nnc(-c2ccco2)o1)N1c2ccccc2CCc2ccccc21	-2.7%	1.2
O=C(COC(=O)/C=C/c1ccccc1)NCCC1=CCCCC1	-4.9%	1.6

Not all compounds are listed. The share of hits here may be higher or lower than overall.
